# UTI89 phage lysis: inhibition of K1F phage lysis, E. coli UTI89, bacterial capsule biogenesis inhibitors, alamar blue (AID 488966); E. coli UTI89 K1F phage lysis, alamar blue, 2 h; higher % means a stronger effect; inhibition, % at 100 µM, or IC50 in µM where a hit was titrated; hit rate 0.02% among 340,000;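 active = phage lysis inhibition, versus mean bacterial control, above a set limit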;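 note: capsule biogenesis inhibitors block K1F phage lysis so surviving cells raise fluorescence; higher fluorescence means more inhibition of phage lysis; actives were called in the ten point dose series up to 300 µM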
# WT yeast gro inh: growth inhibition of WT strain, primary screen, mitochondrial fusion inhibitor project, WT and mutant strains, chemical genetic. hit rate 2.1% among 190,000. mitochondrial fusion phenotypic screen. AID 1362, 2008. inhibition, % at 10 µM; in the data active = inhibition above about 58%; tested in S. cerevisiae
# Autophagy mod: autophagy modulators in MEF cells, primary screen, imaging, high-content, MEF GFP-LC3. MEF GFP-LC3 puncta imaging; test concentration mostly 10 µM. calls only at 10 µM (by protocol). hit rate 0.98% among 190,000. AID 463193, 2010;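 active = percentage of spot-positive cells more than 3 SD above its plate mean, without a fluorescence outlier flag or 80% toxicity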;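 note: spot-positive cell cutoff set from DMSO-treated cells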
# LYP inhibition: inhibitors of LYP phosphatase, biochemical, fluorescence intensity, uHTS (AID 1779); Tyrosine-protein phosphatase non-receptor type 22 (Homo sapiens); recombinant LYP phosphatase, fluorescence intensity; higher % means a stronger effect; inhibition, % at 11.5 µM, or IC50 in µM where a hit was titrated; hit rate 0.054% among 290,000; in the data active = inhibition above about 50%;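 note: plate controls were vehicle with enzyme for no effect and no enzyme for full effect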
# RSV CPE inhibition: RSV antiviral activity via CPE protection, HEp-2 cells, primary 10 µM value included (AID 2391) | HEp-2 cells, RSV-induced CPE inhibition; higher % means a stronger effect | CPE inhibition, % at 10 µM; hits with a dose series show IC50 in µM | hit rate 0.13% among 310,000; in the data active = a potency from the dose series; note: strong numbers were not always called active
# GPR35 antagonists: GPR35 antagonists blocking zaprinast-driven arrestin recruitment, primary screen, imaging, U2OS, beta-arrestin-GFP, zaprinast agonist (AID 2058); G-protein coupled receptor 35 (Homo sapiens); U2OS GPR35 beta-arrestin-GFP translocation imaging, zaprinast antagonism; higher % means a stronger effect; inhibition, % at 10 µM, or IC50 in µM where a hit was titrated; hit rate 0.052% among 290,000;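 active = inhibition of at least 50% with at least 30 cells and total cytoplasm GFP at most 10,000,000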
# NTR1 agonist: agonists of NTR1, primary screen, imaging, U2OS cells, beta-arrestin-GFP, high content (AID 493036). hit rate 0.17% among 330,000. NTR1-U2OS beta-arrestin-GFP spot imaging, agonist mode. activation, % at 20 µM. Neurotensin receptor type 1 (Homo sapiens), P30989;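 active = activation at or above 40% of the spot to cytoplasm intensity ratio, with at least 20 cells analyzed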;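 note: 0% = DMSO without peptide and 100% = 100 nM NTR1 peptide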
# Target sequence (P30989 whole entry, looked up): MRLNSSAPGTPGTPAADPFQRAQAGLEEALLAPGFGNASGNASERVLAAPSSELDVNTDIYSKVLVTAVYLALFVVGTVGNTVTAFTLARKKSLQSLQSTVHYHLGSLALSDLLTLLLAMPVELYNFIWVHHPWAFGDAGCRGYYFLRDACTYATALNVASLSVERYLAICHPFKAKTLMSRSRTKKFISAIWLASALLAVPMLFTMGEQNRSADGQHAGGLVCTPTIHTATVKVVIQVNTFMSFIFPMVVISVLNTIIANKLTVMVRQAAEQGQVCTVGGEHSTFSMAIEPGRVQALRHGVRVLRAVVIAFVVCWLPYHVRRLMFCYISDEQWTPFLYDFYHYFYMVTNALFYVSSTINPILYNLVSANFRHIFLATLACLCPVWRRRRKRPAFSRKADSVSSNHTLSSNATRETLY
# AID2073: inhibitors of Mint1-CaV2.2 protein interaction, biochemical, HTRF (AID 2073); one-dose inhibition, % at 20 µM; IC50 in µM for titrated hits; HTRF protein-protein interaction, Mint1-CaV2.2; higher % means a stronger effect; hit rate 0.19% among 290,000; in the data active = inhibition mostly above about 51%, no sharp cut-off; note: some results filed as inactive read as strong as hits
# Dengue-2 NS5 capping: Dengue-2 NS5 methyltransferase inhibitors, primary screen, biochemical, confirmation dose response (AID 588689). Genome polyprotein (Dengue virus type 2 (strain 16681-PDK53)). Dengue-2 NS5 methyltransferase capping enzyme assay, biochemical; higher % means a stronger effect. one-dose inhibition, % at 25 µM; IC50 in µM for titrated hits. hit rate 0.3% among 340,000; in the data active = a potency from the dose series
# WT yeast gro inh mutant strain: second read-out of WT yeast gro inh, no call of its own (marks repeat the call); inhibition, %; mitochondrial fusion phenotypic screen, mutant strain inhibition
# Autophagy mod cell loss 18 h: second read-out of Autophagy mod, no call of its own (marks repeat the call); toxicity, %; measured here: cell loss, nuclei count;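 cell loss after 18 h compound exposure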
# NTR1 agonist cell count 20 µM: second read-out of NTR1 agonist, no call of its own (marks repeat the call); cell count; measured here: cell count, cytotoxicity flag
# Starred values were filed as active, the others as inactive; i = inactive; . = not tested or not shown; [ ] = dose if it differs, or a comment.
SMILES,UTI89 phage lysis,WT yeast gro inh,WT yeast gro inh mutant strain,Autophagy mod,Autophagy mod cell loss 18 h,LYP inhibition,RSV CPE inhibition,GPR35 antagonists,NTR1 agonist,NTR1 agonist cell count 20 µM,AID2073,Dengue-2 NS5 capping
O=C(c1ccc(C(F)(F)F)cc1)C1CCCN(C(=O)CCc2cnccn2)C1 (centres undefined),0.2%,1,-12,i,12,-7%,0.3%,13%,0.4,98,-11%,-9%
O=C1c2ccccc2OC2(C=Cc3ccccc3O2)N1Cc1ccccc1 (centres undefined),-0.5%,69*,11*,i,11,0%,0.8%,2%,4.0,36,0%,23%
CC(c1ccccc1)N1CC(C(=O)O)CC1=O (centres undefined),0.4%,3,3,i,24,-9%,2.7%,3%,-0.2,37,-1%,-11%
O=C1NC(c2cc(Cl)cc([N+](=O)[O-])c2O)Nc2ccccc21 (centres undefined),0.0%,.,.,.,.,-6%,-1.3%,10%,3.0,66,-3%,16%
NC(=O)c1cc2ccccc2o/c1=N/NC(=O)c1ccccc1,0.1%,.,.,.,.,-7%,5.1%,-14%,1.8,78,14%,-7%
COc1ccc(N(Cc2cc(=O)[nH]c3ccccc23)C(C)=O)cc1,-0.2%,.,.,.,.,-2%,1.2%,-6%,0.5,64,0%,-1%
O=[N+]([O-])c1ccc(-c2csc(Nc3ccccc3)[n+]2Cc2ccccc2)cc1,0.0%,16,2,i,11,-6%,9.2%,-4%,2.0,62,4%,-3%
COc1cc(NC(=O)C2CC(=O)N(Cc3ccco3)C2)cc(OC)c1 (centres undefined),0.9%[50 µM],.,.,.,.,.,0.0%,.,0.5,79,.,-6%
N#Cc1ccc(OCc2nnc(-c3ccc([N+](=O)[O-])cc3)o2)cc1,-0.5%,19,4,i,-2,-4%,2.1%,7%,-1.2,98,10%,-1%
CCCC(=O)Nc1ccc2c(c1)C(=O)NC2=O,0.5%,8,-10,i,-39,-9%,2.3%,9%,-1.1,77,31%,3%
COc1ccc(C2=NN(CCC(=O)NC3CCC(C)CC3)C(=O)CC2)cc1 (centres undefined),1.1%,.,.,.,.,-12%,1.7%,3%,-0.2,54,7%,-9%
CCOc1ccccc1N1CCN(C(=O)c2cc3c(C)cc(C)cc3[nH]2)CC1,0.4%,.,.,.,.,8%,7.4%,10%,3.6,60,11%,-1%
CCOC(=O)c1ccc(N2C(=O)CC(N3CCC(Nc4ccc(F)cc4)CC3)C2=O)cc1 (centres undefined),5.4%,1,20,i,1,-1%,1.8%,-15%,0.4,43,-7%,-9%
COc1ccc(NC(=O)CSc2nnc(Cc3cccn3C)n2CCc2ccccc2)cc1OC,8.7%,-17,4,i,2,-3%,-0.7%,0%,0.1,56,-9%,-7%
O=C(NCC1CCCO1)C(c1ccc(F)cc1)N(CC1CCCO1)C(=O)c1ccc(-c2ccccc2)[nH]1 (centres undefined),-0.4%,19,0,i,-1,6%,1.0%,-6%,2.3,36,3%,-15%
CN(CC(=O)NCCc1ccccc1)S(=O)(=O)c1cccc2nsnc12,2.4%[50 µM],-1,-11,i,4,3%,2.0%,7%,0.1,77,1%,-10%
COc1ccc(C2C(C(=O)N3CCN(c4ccccn4)CC3)CC(=O)N2c2ccc(OC)cc2)cc1 (centres undefined),-0.5%,-5,8,i,3,-6%,0.5%,10%,0.9,75,-2%,-8%
Cc1ccc(NC(=O)CS(=O)CC(=O)Nc2ccccc2-c2ccc(C)o2)cc1 (centres undefined),-0.7%,.,.,.,.,-6%,0.7%,11%,7.1,46,-20%,15%
COc1ccc(C(=O)O)cc1NC(=S)NC(=O)CSc1ccc(Cl)cc1,-0.3%,.,.,.,.,-5%,3.4%,4%,-0.5,47,-3%,2%
CC1CCCN(CC(O)COc2ccc(Cl)cc2)C1 (centres undefined),0.4%,-21,-45,i,4,0%,-1.7%,4%,0.1,47,-7%,-4%
Cc1ccc(S(=O)(=O)Cc2ccc(C(=O)N3CCN(c4cccc(C)c4C)CC3)o2)cc1,2.2%,.,.,.,.,-4%,5.4%,15%,7.0,36,-1%,2%
Cc1cc(NC(=O)CCNS(=O)(=O)c2cc(Br)cnc2N)ccc1Br,-1.6%,4,-9,i,-4,-3%,12%,1%,7.1,40,1%,-3%
O=C(NCCS(=O)(=O)NCc1ccc(F)cc1)c1ccc2c(c1)OCO2,0.6%[50 µM],.,.,.,.,.,-0.2%,.,-0.2,52,.,-4%
COc1ccc(Cl)cc1C(=O)NCC#N,0.7%,8,9,i,-2,2%,2.2%,-2%,-1.1,89,6%,2%
CCC(C)NS(=O)(=O)c1ccc(NC(=O)Cc2ccc(OC)cc2)cc1 (centres undefined),-0.6%,-2,-4,i,4,-4%,7.1%,6%,2.7,38,3%,2%

# Reprinted from the entries so far for reference:
SMILES,UTI89 phage lysis,WT yeast gro inh,WT yeast gro inh mutant strain,Autophagy mod,Autophagy mod cell loss 18 h,LYP inhibition,RSV CPE inhibition,GPR35 antagonists,NTR1 agonist,NTR1 agonist cell count 20 µM,AID2073,Dengue-2 NS5 capping
O=C(c1ccc(C(F)(F)F)cc1)C1CCCN(C(=O)CCc2cnccn2)C1 (centres undefined),0.2%,1,-12,i,12,-7%,0.3%,13%,0.4,98,-11%,-9%
O=C1c2ccccc2OC2(C=Cc3ccccc3O2)N1Cc1ccccc1 (centres undefined),-0.5%,69*,11*,i,11,0%,0.8%,2%,4.0,36,0%,23%
CC(c1ccccc1)N1CC(C(=O)O)CC1=O (centres undefined),0.4%,3,3,i,24,-9%,2.7%,3%,-0.2,37,-1%,-11%
O=C1NC(c2cc(Cl)cc([N+](=O)[O-])c2O)Nc2ccccc21 (centres undefined),0.0%,.,.,.,.,-6%,-1.3%,10%,3.0,66,-3%,16%

# Remaining list, next part:
SMILES,UTI89 phage lysis,WT yeast gro inh,WT yeast gro inh mutant strain,Autophagy mod,Autophagy mod cell loss 18 h,LYP inhibition,RSV CPE inhibition,GPR35 antagonists,NTR1 agonist,NTR1 agonist cell count 20 µM,AID2073,Dengue-2 NS5 capping
CC(/C=C/c1ccccc1)=N\NC(=O)c1cc(C)[nH]n1,0.3%,5,6,i,-3,7%,2.2%,-25%,-1.0,89,-5%,-6%
OC(CNCc1ccccc1)(c1ccccc1)c1ccccc1,-0.1%,.,.,.,.,-6%,0.0%,2%,0.2,72,15%,1%
O=C1NCCCC1C(=O)Nc1cccc(C(F)(F)F)c1 (centres undefined),0.5%,1,6,i,7,-4%,3.5%,12%,1.4,43,-6%,-11%
OCC1(CCOc2ccccc2)CCN(Cc2ccncc2)CC1,1.0%,.,.,.,.,-4%,-0.5%,4%,-0.3,52,6%,-5%
O=C(NCCc1cccs1)C(c1ccccc1)c1ccccc1,-0.1%,.,.,.,.,-5%,0.8%,24%,-0.1,54,1%,-7%
O=C(Nc1cccnc1)c1cc(-c2cc(Cl)ccc2O)n[nH]1,0.5%,.,.,.,.,-9%,-0.9%,-11%,-2.1,51,3%,4%
S=C(NN=C1C2CC3CC(C2)CC1C3)Nc1ccccc1,3.1%,13,10,i,-6,-2%,0.5%,-6%,6.3,49,-11%,-14%
Cn1nc2c3ccccc3n(Cc3ccccc3)c2nc1=S,-0.6%,.,.,.,.,-6%,0.5%,17%,1.6,50,-1%,-8%
COC(=O)C1(Cc2ccc(O)c(CC3OC3(C)C)c2)OC(=O)C(O)=C1c1ccc(O)cc1 (centres undefined),2.6%,.,.,.,.,5%,-0.1%,2%,0.1,91,10%,8%
CN(C)CCCNCC(=O)NN(c1ccccc1)c1ccccc1,.,.,.,.,.,-6%,-1.4%,-5%,2.6,57,8%,.
CCOc1ccc(S(=O)(=O)N2CCC(C(=O)N3CCN(C)CC3)CC2)cc1Cl,-0.2%,.,.,.,.,-4%,1.6%,-6%,2.9,40,6%,-6%
COc1cccc(CNC(=O)c2ccc(Cl)c(NC3=NC4CS(=O)(=O)CC4S3)c2)c1 (centres undefined),0.1%,.,.,.,.,-10%,0.4%,19%,0.4,55,-2%,-6%
CC(C)CC(=O)c1c[nH]c(C(=O)NCc2cccs2)c1,0.5%,21,23,i,-1,-4%,3.5%,-5%,-5.3,90,12%,-2%
Cc1oc(-c2cc(F)ccc2F)nc1CN1CCN(C)C(=O)[C@@H]1C,0.0%,0,-6,i,11,-1%,1.9%,5%,1.7,72,16%,-5%
O=C(Nc1cccc(S(=O)(=O)N2CCOCC2)c1)C1CC(=O)N(c2ccc3c(c2)OCCO3)C1 (centres undefined),-0.1%,.,.,.,.,.,2.1%,.,2.0,68,.,-2%
C=CCOc1ccccc1CNc1ccc2[nH]c(=O)[nH]c2c1,-0.5%,-18,-9,i,4,-11%,30%,3%,1.2,44,-12%,.
CCOc1cccc(NC(=O)c2ccc(S(=O)(=O)N(C)C)cc2)c1,3.7%,-11,1,i,-10,-2%,2.4%,1%,1.2,98,-2%,-8%
CC12CCC(=O)N1C(C(=O)Nc1nc(-c3ccc(F)c(F)c3)cs1)CS2 (centres undefined),1.0%[50 µM],.,.,.,.,.,-0.2%,.,1.2,95,.,-4%
Cn1c2ccc(F)cc2c2nnc(SCCN3CCOCC3)nc21,-0.1%,.,.,.,.,1%,.,-16%,2.3,89,-16%,-4%
O=C(O/N=C1/CCCc2occc21)c1ccccc1,0.1%,24,31,i,1,-13%,1.5%,10%,0.0,44,0%,-3%
COc1ccc(F)cc1C(=O)C1CCCN(C(=O)c2ccccc2N(C)C)C1 (centres undefined),-0.1%,.,.,.,.,-5%,39%,-1%,1.2,73,2%,-4%
N#Cc1cc(O)c(-n2nnc3ccccc32)cc1C#N,-0.8%,-10,-15,i,14,4%,-0.8%,0%,-0.4,88,29%,-3%
O=C(O)CCNC(=O)c1ccc(NC(=O)Cc2ccc(Cl)cc2)cc1,-0.4%,1,7,i,-6,-6%,2.8%,-16%,0.5,27,-2%,.
CCOC(=O)c1sc(NC(=O)c2ccc(S(=O)(=O)N3CCOCC3)cc2)cc1C,-0.5%,5,8,i,-12,-3%,-0.3%,-13%,5.2,40,48%,4%
CC(=O)c1ccc(C(=O)N2CCC(n3nccc3NC(=O)C3CC3)CC2)cc1,2.4%[50 µM],.,.,.,.,-8%,0.6%,5%,-0.9,48,9%,3%
O=C1CC2C(CC(OC(=O)c3ccc(-c4ccccc4)cc3)C2CO)O1 (centres undefined),0.2%,-2,2,i,-5,0%,21%,-11%,0.2,53,0%,-4%
CN(CC(=O)Nc1cc(S(=O)(=O)N2CCCCCC2)ccc1Cl)Cc1ccc2c(c1)OCO2,0.3%[50 µM],.,.,.,.,.,2.2%,.,0.6,59,.,-4%
O=C(O)C[C@H]1c2cc(F)ccc2S(=O)(=O)N1Cc1ccccc1,-1.3%,.,.,.,.,.,2.5%,.,-0.8,88,.,-2%
CCN(CC)c1ccc(N2C(=O)c3ccccc3C2=O)cc1,4.5%,-2,6,i,26,-3%,1.9%,-12%,-0.3,55,5%,1%
CCOC(=O)C1(Cc2ccc(OC)cc2)CCN(C(=O)CCn2ccc(C)n2)CC1,0.2%,-3,3,i,15,-5%,0.7%,2%,-1.4,73,7%,-1%
